Screens: PubChem BioAssay, several laboratories
PMI activator: increases human mannose-6-phosphate isomerase activity | P34949 | purified human PMI, coupled resazurin fluorescence, 20 min; hits give high values; 1 = vehicle control, 0 substrate-free wells | activation factor at 20 µM | actives 0.005% (n = 190,000);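 active = activation factor of 2 or more at 20 µM, relative to plate controls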
Target sequence (P34949 whole entry, looked up): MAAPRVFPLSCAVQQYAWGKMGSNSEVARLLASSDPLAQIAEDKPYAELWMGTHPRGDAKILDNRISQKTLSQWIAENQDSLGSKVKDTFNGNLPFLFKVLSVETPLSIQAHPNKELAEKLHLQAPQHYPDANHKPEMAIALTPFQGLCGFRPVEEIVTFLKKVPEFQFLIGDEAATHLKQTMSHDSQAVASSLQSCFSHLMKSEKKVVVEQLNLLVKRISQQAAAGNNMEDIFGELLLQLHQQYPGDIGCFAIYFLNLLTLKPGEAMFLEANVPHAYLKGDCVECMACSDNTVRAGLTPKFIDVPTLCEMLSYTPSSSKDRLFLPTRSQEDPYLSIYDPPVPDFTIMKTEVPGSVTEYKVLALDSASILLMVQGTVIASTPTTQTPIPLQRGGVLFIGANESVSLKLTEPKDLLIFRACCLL
Redox H2O2 prof: compounds producing H2O2 with reducing agent – biochemical, NIH compound library profiling, artefact control for MLSCN library redox annotation, primary screen; DTT-dependent redox cycling H2O2, phenol red/HRP absorbance; 100% = 100 µM peroxide control, 0% = buffer; activation, % at 10 µM; actives 0.03% (n = 200,000);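 active = activation of at least 50% relative to the plate's high and low controls in the primary single-dose screen; inactive = activation below 50%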;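 also: compound incubated with DTT at 0.8 mM final as the reducing agent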
Hsp70 activator: Hsp70 transcriptional activation, primary screen; HeLa Hsp70 promoter luciferase reporter, luminescence; scaled: vehicle 0, proteasome-inhibitor control 100%; actives 0.04% (n = 200,000); AID 1203; activation, % at 10 µM;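 active = activation above the mean across all tested compounds plus 3 SD, cutoff set per campaign, cut at about 5.5% in these data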;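 also: 100% = MG132 at 30 µM as the positive control and 0% = DMSO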
Lmaj promast: inhibitors of Leishmania major promastigote growth; Leishmania major promastigotes, resazurin fluorescence viability; inhibition, % at 10 µM; actives 9% (n = 200,000); AID 1063; in the data active = inhibition above about 50%;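 also: promastigotes grown with compound for 44 hours at 28 °C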
TNAP inh no acc: blocks human TNAP activity with no phosphate acceptor present; actives 0.26% (n = 200,000); purified TNAP, CDP-star luminescence, 30 min; P05186; AID 1012; inhibition, % at 20 µM;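 active = tissue-nonspecific alkaline phosphatase inhibition above about 50% at 20 µM in the single-dose screen, limit read from the data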;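 also: 0% = DMSO negative control and 100% = EDTA positive control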
Efa HMGR inh: E. faecalis class II HMG-CoA reductase inhibition | purified E. faecalis HMGR, NADPH absorbance 340 nm kinetic | inhibition, % at 10 µM | actives 0.41% (n = 190,000) | AID 1066;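 active = inhibition above a set limit, the median over all tested compounds plus 3 SD, cut at about 9.5% in these data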;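 also: enzyme runs in reverse so mevalonate oxidation gives rising NADPH absorbance; 0% = complete reaction with DMSO and 100% = background rate lacking mevalonate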
TNAP inh hiacc: blocks human TNAP under high phosphate acceptor concentration | actives 0.03% (n = 200,000) | AID 1135 | P05186 | purified TNAP, CDP-star luminescence, 1 M DEA | inhibition, % at 20 µM;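 active = over 50% inhibition of tissue-nonspecific alkaline phosphatase at 20 µM in the single-dose screen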;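 also: plate controls were DMSO wells for no effect and EDTA-quenched wells as full inhibition for full effect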
RAM network inh: inhibitors of the yeast RAM network; S. cerevisiae dse1pr::URA3 reporter, 5-FOA growth OD615, 2 d; analog-sensitive cbk1-as2 kinase mutant strain; inhibition, % at 50 µM; actives 1.8% (n = 190,000);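 active = inhibition above a set limit, 3 SD over mean compound inhibition, cut at about 8.4% in these data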;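 also: 0% = DMSO-only wells with no growth and 100% = 10 µM 1-NA-PP1 full growth; inhibition rescues growth on 5-FOA so higher OD means more RAM inhibition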
PMI act hi M6P: activators of human phosphomannose isomerase at near-saturating mannose 6-phosphate | P34949 | coupled PMI enzyme assay, resazurin fluorescence, 20 min; hits give high values; 1 = untreated enzyme, 0 = substrate-free blank | activation factor at 20 µM | actives 0.34% (n = 190,000) | AID 1216;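 active = activation factor of 2 or more at 20 µM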
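Test system – human PMI in coupled enzyme assay · Timing – 20 min incubation at room temperature · Detection – Diaphorase-driven resazurin-to-resorufin fluorescence, excitation 544, emission 590 nm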
S1P3 antagonist: antagonists of human S1P3 receptor | AID 485 | CHO S1P3 NFAT-BLA reporter, FRET fluorescence, antagonist mode | Q99500 | inhibition, % at 4.98 µM | actives 0.27% (n = 170,000);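 active = inhibition above the plate cutoff, the mean inhibition of test wells on that plate plus 3 SD, cut at about 28% in these data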;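 also: cells challenged with S1P at its EC80 of 0.8 µM; blue over green emission ratio from cleaved BLA substrate after 4 h stimulation; 0% = S1P-stimulated wells and 100% = unstimulated DMSO-only wells; some compounds past the cut are filed as inactive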
Target sequence (Q99500 whole entry, looked up): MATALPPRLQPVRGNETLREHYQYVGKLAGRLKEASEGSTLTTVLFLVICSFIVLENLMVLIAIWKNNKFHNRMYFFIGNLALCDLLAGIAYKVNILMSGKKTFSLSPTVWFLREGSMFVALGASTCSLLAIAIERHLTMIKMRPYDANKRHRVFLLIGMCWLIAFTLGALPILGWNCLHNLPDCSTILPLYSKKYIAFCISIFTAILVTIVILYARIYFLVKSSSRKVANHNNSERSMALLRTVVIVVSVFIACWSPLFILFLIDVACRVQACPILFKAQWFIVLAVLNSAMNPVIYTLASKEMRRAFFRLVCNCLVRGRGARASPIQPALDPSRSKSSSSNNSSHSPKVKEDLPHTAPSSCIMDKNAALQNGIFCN
The depositor's hits bear a star; / = no result given.

SMILES | PMI activator | Redox H2O2 prof | Hsp70 activator | Lmaj promast | TNAP inh no acc | Efa HMGR inh | TNAP inh hiacc | RAM network inh | PMI act hi M6P | S1P3 antagonist
Cc1cc(C)c(OCC(=O)N/N=C/c2ccco2)c(C)c1 | 0.8 | 0.2 | -0.2 | 11.8 | -7.9 | 2.2 | -3.6 | 2.3 | 0.9 | /
CSc1ccc(CN2CCN(C3CCCC3)C(CCO)C2)cc1 (stereo unspecified) | 0.9 | -0.9 | -0.4 | 62.2* | -10.3 | -3.7 | -6.7 | -0.9 | 0.9 | 9.8
O=C(CCCCCn1c(=S)[nH]c2ccc(N3CCOCC3)cc2c1=O)NC1CCN(Cc2ccccc2)CC1 | 1 | -0.5 | -0.2 | -7.0 | 1.3 | -7.1 | -0.5 | 0.6 | 0.9 | -9.5
Cc1ccc(NC(=O)c2cc(=O)c3ccccc3o2)cc1 | 1 | 3.2 | 0.0 | 4.6 | -6.4 | -8.7 | -0.9 | 1.9 | 1 | /
CCc1cc2c(=O)nc3n(c2s1)Cc1ccccc1/C3=C(/O)c1ccc(F)cc1 | 1.6 | 0.4 | -0.3 | 19.0 | 24.7 | -6.9 | -1.2 | 0.9 | 1.8 | /
CC(C)(C)CC(=O)NC(=S)Nc1ccccc1[N+](=O)[O-] | 0.9 | 4.7 | -0.5 | -0.5 | -5.1 | -4.2 | -1.9 | -0.1 | 0.9 | -2.5
Cc1ccc(CN(C)C(=O)c2cc(COc3ccc(F)cc3Cl)on2)o1 | 0.8 | -0.2 | -0.1 | -10.1 | -6.9 | -1.0 | -4.1 | 4.5 | 0.9 | 0.4
N=C(N)c1ccc(Cl)cc1 | 1.1 | -1.2 | 0.2 | -3.9 | 6.9 | 1.2 | -1.5 | 0.0 | 1 | 4.7
CC(C)(C)OC(=O)NNC(=O)c1cccs1 | 1.2 | -0.3 | -0.1 | 1.4 | 4.2 | -4.3 | -4.4 | 3.1 | 1.1 | -7.9
Cc1ccc(NC(=O)c2cc(=O)c3ccccc3o2)cc1S(=O)(=O)N1CCCCC1 | 1 | -0.6 | -0.1 | 20.8 | -0.8 | -1.2 | -2.6 | 2.3 | 1 | -1.4
COc1ccc2c(=O)c(Oc3ccc(C(=O)O)cc3)c(C(F)(F)F)oc2c1 | 1.4 | -2.4 | -0.4 | -2.0 | 5.8 | -2.9 | -3.0 | 4.0 | 1.3 | -7.5
O=C(CC12CC3CC(CC(C3)C1)C2)NC(=S)NCc1ccco1 | 0.9 | -0.7 | -0.2 | 93.3* | -7.0 | -0.8 | 0.9 | 14.8* | 0.9 | -8.8
COc1ccc(/C=N/NC(=O)CC(=O)NCCc2ccccc2)cc1OC | 1 | -5.6 | 0.0 | -1.8 | -0.5 | -1.6 | -3.1 | 1.1 | 1 | /
COc1ccc(N(C(C)C(=O)Nc2cccnc2)S(C)(=O)=O)cc1 (stereo unspecified) | 1 | -0.8 | -0.3 | -6.3 | -3.1 | -0.9 | -3.6 | -0.7 | 1 | -7.9
Cc1cc(C(F)(F)F)nn1CC(=O)NNC(=S)NCC(C)C | 1.1 | 0.0 | -0.4 | 11.3 | -43.4 | -7.3 | -10.2 | 0.4 | 1.1 | /
Nc1ncc(-n2cncn2)c(-c2ccccc2)n1 | 1 | -0.3 | -0.3 | -7.0 | -10.0 | 0.3 | -5.8 | 1.7 | 1 | 1.9
COc1ccc(CNC(=O)c2cc(-c3ccncc3)nc3c(C)cc(C)cc23)cc1OC | 1 | -0.1 | 0.5 | 20.1 | 1.7 | 1.1 | -3.3 | 1.9 | 1 | 1.7
O=C(NCc1ccc(F)cc1)c1cc(-c2ccco2)on1 | 0.8 | 0.7 | 0.1 | -3.2 | -0.4 | -3.1 | -1.1 | 1.8 | 0.8 | -3.3
Cc1nnc(C)n1/N=C/c1cc2ccccc2nc1Cl | 1 | -0.6 | -0.2 | 18.5 | -12.6 | 1.6 | -7.4 | -0.4 | 1 | -22.8
COc1cccc(N2CCN(C(=O)c3ccc4nc(N5CCCCC5)sc4c3)CC2)c1 | 0.9 | -2.3 | 0.1 | 5.6 | -11.1 | -8.6 | -2.4 | 4.1 | 0.9 | 9.5
COc1cnc(-c2ccccn2)nc1Oc1ccc(Cl)c2ccccc12 | 1 | 1.7 | -0.3 | 100.5* | -8.2 | 1.6 | -3.7 | -1.9 | 1 | /
CN(C)C(=O)N1CCC(C(=O)NCc2ccccc2)CC1 | 0.6 | -1.6 | -0.4 | -6.6 | -3.7 | -2.5 | -3.9 | 0.3 | 0.9 | -12.1
COc1ccc(Cc2nc(-c3cccs3)no2)cc1 | 0.9 | -0.5 | -0.3 | 0.7 | -10.6 | -7.6 | -7.6 | 1.1 | 0.9 | 13.0
COCCCNC(=S)Nc1ccc(CC(=O)O)cc1 | 1 | -0.2 | -0.4 | 6.5 | -12.3 | -1.3 | 1.2 | -0.3 | 1 | -10.2
O=C(CO)N/N=C/c1ccccc1F | 0.9 | -4.3 | 0.0 | -4.8 | -4.7 | 0.8 | -0.4 | 1.2 | 0.9 | /
CCOC(=O)c1cn(CC(=O)Nc2cccc(F)c2)nn1 | 1 | -0.3 | -0.3 | -4.0 | -3.6 | -7.7 | 2.6 | 1.1 | 1.1 | -7.8
N#CC1(c2nc3ccccc3[nH]2)CC1c1ccc2c(c1)OCO2 (stereo unspecified) | 1 | 0.8 | 0.1 | 34.1 | -11.3 | -1.5 | -3.7 | -0.3 | 1 | -19.5
O=C(CS(=O)(=O)Cc1ccccc1)N1CCc2ccccc2C1 | 0.8 | -0.5 | 0.2 | 0.2 | -14.7 | -3.2 | -5.4 | 2.9 | 0.7 | -18.6
FC(F)(F)c1cc(-c2cccs2)nc(-n2cc(Cl)cn2)n1 | 1 | -0.1 | -0.1 | 1.8 | -9.7 | 0.5 | -2.8 | 2.1 | 1 | /
CCOC(=O)C(Oc1ccc2c(-c3ccc(OC)cc3)cc(=O)oc2c1C)c1ccccc1 (stereo unspecified) | 0.9 | -6.0 | -0.1 | 100.3* | -5.0 | -0.7 | -0.1 | 2.9 | 1 | /
COc1ccccc1CO/N=C/c1cccn1-c1nccc(N(C)C)c1C#N | 0.8 | 0.3 | -0.1 | 71.5* | -7.9 | -2.8 | 3.3 | 0.0 | 0.9 | /
COc1ccc(-n2c(N)c(C(=O)NCC3CCCO3)c3nc4ccccc4nc32)c(OC)c1 (stereo unspecified) | 0.8 | 1.8 | -0.3 | 21.7 | -26.3 | -7.2 | -6.3 | -0.5 | 0.6 | 3.0
Clc1ccc(N=c2ssnc2Cl)nc1 | / | -0.6 | -0.3 | -9.6 | -1.7 | 6.2 | -2.2 | -1.2 | / | 7.5
O=C(O)c1cc(N2C(=O)C3CCCCC3C2=O)ccc1NCc1cccnc1 (stereo unspecified) | 1 | -0.2 | -0.2 | -13.8 | -16.6 | 1.2 | -8.6 | 0.9 | 0.9 | -4.1
Cc1ccc(NC(=O)COC(=O)CCC(=O)c2cccs2)cc1S(=O)(=O)N1CCOCC1 | 1 | 0.1 | -0.4 | -3.6 | -13.9 | 0.4 | 0.1 | 2.4 | 1.1 | /
CCn1cc(C(=O)NCc2cccnc2)c2cc(OC)c(OC)cc2c1=O | 0.8 | -2.2 | -0.1 | -5.4 | -5.6 | 1.1 | -1.2 | 2.4 | 0.8 | /
NC(=O)CSc1cn(Cc2cccc(F)c2)c2ccccc12 | 1 | -0.7 | -0.3 | -1.5 | -16.9 | -0.4 | -2.8 | 2.2 | 0.9 | -13.6
NNC(=O)c1sccc1OCc1cccc(C(F)(F)F)c1 | 1.1 | -0.8 | -0.5 | 5.7 | -17.1 | -3.5 | -1.4 | 0.4 | 1 | 13.4
CC(C)C(C)NC(=O)COc1ncnc2sccc12 (stereo unspecified) | 1 | -0.1 | -0.4 | 5.3 | -2.1 | -2.1 | -2.8 | 0.3 | 1 | -7.4
CCn1nnc(NC(=O)C(c2ccccc2)c2ccccc2)n1 | 1 | -0.1 | -0.4 | -5.9 | -5.0 | 0.2 | 1.5 | -0.1 | 1 | -19.7
O=C(N/N=C\c1ccccn1)c1ccccc1O | 0.9 | -0.9 | 0.0 | 69.1* | -161.7 | -1.3 | -0.5 | 1.5 | 0.9 | -11.7
N#Cc1nc(-c2ccco2)oc1N1CCN(Cc2ccccc2)CC1 | 0.9 | -1.1 | -0.2 | 7.8 | -8.6 | 1.2 | -4.1 | 0.9 | 0.9 | 0.4
COc1ccc(C(=O)Nc2cccc3cccnc23)cc1OC | 0.9 | 0.5 | 0.9 | 21.8 | -6.2 | -3.9 | 0.4 | 1.7 | 1 | /
COC(=O)Cc1c(O)ccn(Cc2cccc3ccccc23)c1=O | 1 | 1.5 | 0.4 | -4.0 | -4.2 | 1.5 | -0.7 | 0.8 | 1 | /
COc1ccc(CC(=O)Nc2ccc(S(=O)(=O)NCC3CCCO3)cc2)cc1 (stereo unspecified) | 1 | 3.1 | -0.2 | 16.0 | -12.0 | -0.9 | 0.5 | 0.9 | 1 | 17.3
O=C(NCc1ccco1)c1nc2nc(-c3cccs3)cc(C(F)(F)F)n2n1 | 1.1 | 2.6 | -0.1 | 4.2 | -14.0 | -1.5 | -6.3 | 0.4 | 1 | -14.3
O=C(NCCc1ccccc1)c1ccc([N+](=O)[O-])cc1 | 1 | 3.2 | -0.3 | -1.0 | -4.5 | / | 2.2 | 1.1 | 1.1 | /
O=C1CCNc2ccc(-c3ccccc3)cc21 | 1 | 0.5 | -0.7 | -7.0 | -10.0 | -2.0 | -1.6 | 0.4 | 0.8 | 11.3
c1ccc(CN2CCN(c3nc(-c4ccccn4)nc4ccccc34)CC2)cc1 | 0.9 | 0.7 | -0.2 | 100.3* | 7.6 | -0.2 | -5.2 | -1.5 | 0.8 | /
Cn1nnnc1SCC(=O)c1cccs1 | 1.1 | 0.1 | -0.3 | -5.6 | 2.0 | -2.2 | -1.5 | 2.7 | 1 | /
COc1cccc(-c2noc(-c3ccc4c(c3)OCO4)n2)c1 | 1.1 | 0.5 | -0.1 | -9.5 | -11.0 | -3.8 | -6.2 | 7.6 | 1 | -3.2
O=C(Nc1ncc2c(n1)-c1ccccc1OC2)c1ccc(F)cc1 | 1.1 | -0.1 | 0.2 | -6.4 | -10.9 | -0.1 | -4.4 | 0.6 | 1.1 | -4.3
Cc1cnc(C)c(N2CCC(C(=O)NCc3cccs3)CC2)n1 | 1 | -0.8 | 0.0 | -3.4 | -14.5 | 0.6 | -11.3 | 0.5 | 1 | -2.9
Cc1cc2ccccn2c1C(=O)c1ccc(Cl)c([N+](=O)[O-])c1 | 1 | -2.5 | -0.2 | 4.8 | -9.8 | -0.7 | 1.1 | 1.5 | 1 | -2.3
CCCCn1c(/C=C/c2ccco2)nc2ccccc21 | 1.2 | 0.1 | -0.5 | 63.4* | -9.3 | -11.6 | 0.0 | 0.2 | 1.3 | -0.6
